Assay outcomes: PubChem, several laboratories
GDH-TPI inh – counter-screen for M. tuberculosis FBA inhibitors: GDH-TPI coupled enzymes. AID 588335. inhibition, % at 4.8 µM. GDH-TPI coupled enzyme counterscreen, NADH absorbance. hit rate 1.2% among 360,000;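 also: 0% = DMSO wells and 100% = wells lacking the enzyme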
UGM FP inh – Mtb UDP-galactopyranose mutase inhibition; P9WIQ1; purified UGM, fluorescence polarization probe displacement; inhibition, % at 10 µM; hit rate 0.06% among 320,000; AID 504406; in the data active = inhibition above about 10%, passing the limit was not always enough; inconclusive = no clear call, values can overlap the other calls
MazF activator – activators of E. coli MazEF toxin-antitoxin RNase. P0AE70. FAM/BHQ RNA-DNA oligo cleavage fluorescence, 5 h. activation, % at 20 µM. hit rate 0.32% among 350,000; in the data active = activation above about 50%
Target sequence (P0AE70 whole entry, looked up): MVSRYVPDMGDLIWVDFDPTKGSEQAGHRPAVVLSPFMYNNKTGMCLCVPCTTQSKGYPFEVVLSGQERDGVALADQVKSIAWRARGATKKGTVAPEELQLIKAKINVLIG
CCHF vOTU inh – CCHFV vOTU protease inhibition; Pep-AMC fluorescence; inhibition, % at 11.5 µM; hit rate 0.55% among 370,000; also: 0% = vehicle wells with enzyme and 100% = no enzyme wells
Mtb FBA inh – inhibits M. tuberculosis FBA enzyme. hit rate 2.3% among 360,000. AID 588726. purified M. tuberculosis FBA, fluorescence read-out. inhibition, % at 1 µM; in the data active = inhibition above about 27%;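 also: 0% = vehicle and 100% = reference inhibitor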
Target sequence (P9WQA3 whole entry, looked up): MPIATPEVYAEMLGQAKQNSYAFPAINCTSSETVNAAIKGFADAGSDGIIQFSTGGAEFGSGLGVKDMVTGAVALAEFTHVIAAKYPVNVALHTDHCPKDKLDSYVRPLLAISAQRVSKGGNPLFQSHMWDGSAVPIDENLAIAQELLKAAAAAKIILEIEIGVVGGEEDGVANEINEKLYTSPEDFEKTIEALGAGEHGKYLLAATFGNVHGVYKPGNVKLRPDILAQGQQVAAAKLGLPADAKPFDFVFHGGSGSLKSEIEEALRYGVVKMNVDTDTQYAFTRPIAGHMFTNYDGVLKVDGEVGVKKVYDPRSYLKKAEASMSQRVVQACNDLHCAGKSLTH
Mtb BioA inh – inhibitors of Mycobacterium tuberculosis BioA enzyme; AID 602481; purified M. tuberculosis BioA enzyme, plate reader; hit rate 0.096% among 360,000; inhibition, % at 9.99 µM; in the data active = inhibition above about 40%; inconclusive = no clear call, values can overlap the other calls
BoNT F protease – BoNT F light chain protease inhibition. Multiplex microsphere protease cleavage assay, flow cytometry. inhibition, % at 10 µM. hit rate 0.22% among 360,000. AID 588497; in the data active = inhibition above about 35%, passing the limit was not always enough; inconclusive = no clear call, values can overlap the other calls; also: plate controls were buffer without enzyme for full effect and enzyme alone for no effect
VHR inh abs – DUSP3 (human) phosphatase inhibition. hit rate 0.52% among 290,000. P51452. recombinant VHR phosphatase, pNPP absorbance. inhibition, % at 13.3 µM; in the data active = inhibition above about 50%; also: some compounds called inactive have numbers as strong as hits
FadD28 FP inh – inhibitors of Mycobacterium tuberculosis FadD28 bisubstrate binding; FadD28 bisubstrate probe binding, fluorescence polarization; inhibition, % at 12.5 µM; hit rate 0.22% among 360,000; AID 588549; in the data active = inhibition above about 8.5%, passing the limit was not always enough; inconclusive = no clear call, values can overlap the other calls
Rv3671c protease – inhibitors of M. tuberculosis serine protease Rv3671c | P9WHR9 | inhibition, % at 5.96 µM | hit rate 0.048% among 320,000 | AID 2606; in the data active = inhibition above about 38%;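 also: extracellular domain of Rv3671c used as enzyme; 0% = enzyme with DMSO and 100% = no enzyme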
Target sequence (P9WHR9 whole entry, looked up, the tested form may be a part): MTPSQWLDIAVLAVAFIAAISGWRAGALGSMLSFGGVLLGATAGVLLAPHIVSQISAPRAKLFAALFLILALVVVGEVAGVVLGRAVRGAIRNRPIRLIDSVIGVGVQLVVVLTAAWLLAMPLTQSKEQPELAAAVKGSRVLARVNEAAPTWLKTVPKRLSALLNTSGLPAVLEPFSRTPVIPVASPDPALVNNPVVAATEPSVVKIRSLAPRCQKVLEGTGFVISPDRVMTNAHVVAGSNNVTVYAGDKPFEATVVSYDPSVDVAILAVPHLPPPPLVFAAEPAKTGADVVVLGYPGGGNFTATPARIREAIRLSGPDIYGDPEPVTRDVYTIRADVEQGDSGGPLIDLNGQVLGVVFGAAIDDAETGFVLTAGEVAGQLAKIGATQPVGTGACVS
Starred values were filed as active, the others as inactive; ? = inconclusive; / = not tested or not shown; & = joins results of further samples. Rule as the data show it, unless noted: active = inhibition above about 30%; inactive = the rest. This is a random part of the collection; about 4.9% have a hit in one of these screens.

canonical_smiles,GDH-TPI inh,UGM FP inh,MazF activator,CCHF vOTU inh,Mtb FBA inh,Mtb BioA inh,BoNT F protease,VHR inh abs,FadD28 FP inh,Rv3671c protease
CCCCOC(=O)CCCc1ccc([N+](=O)[O-])cc1[N+](=O)[O-],9,-0.8,3,4,-2,/,-4,-10,-0.3,5
COc1ccc(NC(=S)NC(C)Cc2cccs2)cc1 (stereo not drawn),-5,-1.2,3,3,-5,-2.9,0,-6,-4.0,2
COc1ccc(C(=O)Nc2nc(C)cc(C)n2)cc1[N+](=O)[O-],3,-2.3,1,-4,-4,/,5,-4,-4.0,6
CN(CCOc1ccccc1)Cc1nc2cc(Cl)ccc2c(=O)[nH]1,2,-1.0,3,-12,7,/,-7,8,1.6,4
CC1Cc2cc(C3(O)C(=O)c4ccccc4C3=O)ccc2N1 (stereo not drawn),13,2.2,0,0,-1,/,-3,-8,-3.5,10
Cn1c(SCC(=O)N2CCOCC2)nnc1-c1ccc2ncccc2c1,-9,0.4,8,-12,1,0.6,?,-8,2.7,5
CCNNC(=O)C(O)(Cc1ccccc1)Cc1ccccc1,10,-1.3,3,2,0,-0.1,-4,16,/,-3
Cc1cc(NC(=O)c2cccc(Br)c2)no1,-2,1.2,14,-10,4,/,-8,/,-0.1,5
c1ccc(-c2nc(NCc3ccco3)c3oc4ccccc4c3n2)cc1,9,0.1,-6,9,0,-0.8,2,32,-6.9,-49
CCN1CCCC1CNC(=O)c1ccc(N2CCCC2=O)cc1 (stereo not drawn),3,1.1,7,2,-2,-0.6,-6,8,-1.3,-7
COC(=O)c1[nH]c2ccccc2c1NC(=O)CN1CCN(C/C=C/c2ccccc2)CC1,5,-1.9,6,12,4,8.2,-14,48,-3.0,1
Cc1ccc(NC(=O)c2c(C)nc3ccccn23)cc1C,1,-1.4,0,-8,3,/,-5,13,0.1,-4
CC(C)C(NC(=O)c1ccc(C(C)(C)C)cc1)C(=O)NC1=NCCS1 (stereo not drawn),-2,-1.0,3,-5,2,/,6,6,-1.0,-4
C[C@H](CO)N1C[C@H](C)[C@@H](CN(C)C(=O)Nc2ccccc2)Oc2ccc(NS(=O)(=O)c3ccccc3)cc2C1=O,5,3.7,3,-1,-1,1.1&-1.4,0,/,0.6,5
O=C(Nc1ccc(F)c(F)c1)C1CCCN1S(=O)(=O)c1ccc(F)cc1 (stereo not drawn),-3,-1.9,-4,-1,3,3.2,-5,10,-0.2,-3
O=C1Cc2cc(S(=O)(=O)N3CCN(c4ccc(C(=O)O)cc4)CC3)ccc2N1,-2,/,/,18,1,0.3,5,/,-3.3,/
O=C(CCc1ccccc1)NC(NC(=S)Nc1cccc(Cl)c1)C(Cl)(Cl)Cl (stereo not drawn),-1,-0.8,8,-8,-1,-1.2,-3,18,-0.4,-35
COc1ccc(OC)c(S(=O)(=O)N2CCC(C(=O)NCc3ccccc3OC)CC2)c1,9,0.0,-4,-4,18,-0.2,-5,-11,-4.8,-4
O=C(NC1CCCCC1)C(c1ccc(O)cc1)N(CC1CCCO1)C(=O)C1COc2ccccc2O1 (stereo not drawn),18,-1.6,3,6,0,2.3,0,31,-4.3,-12
COc1cc(NC(=O)CN2CCC(Cc3ccccc3)CC2)c(C)cc1[N+](=O)[O-],11,0.9,-25,-3,-2,7.8,-7,-2,-0.6,8

canonical_smiles,GDH-TPI inh,UGM FP inh,MazF activator,CCHF vOTU inh,Mtb FBA inh,Mtb BioA inh,BoNT F protease,VHR inh abs,FadD28 FP inh,Rv3671c protease
O=C1Nc2ccc([N+](=O)[O-])cc2OC1CCN1CCN(Cc2ccc3c(c2)OCO3)CC1 (stereo not drawn),30,1.7,1,12,-3,-0.1,-7,25,-2.1,11
O=C(Cc1ccc(Br)cc1)c1ccc(O)cc1O,41*,-1.2,-30,8,-4,-1.2,-4,14,0.0,2
CCN(CC)S(=O)(=O)c1ccc2oc(C(=O)NCc3ccc(C)cc3)c(C)c2c1,-11,1.5,2,16,-1,0.4,-11,9,-3.7,-24
COc1cc(C(=O)CSc2nccn2C)cc(OC)c1OC,7,0.5,2,1,1,-1.5,-3,36,-2.7,-6
Cc1c(C(=O)NCCN2C(=O)S/C(=C\c3cccnc3)C2=O)cccc1[N+](=O)[O-],21,-0.7,4,11,-1,-0.6,-4,20,-2.1,5
Cc1ccc(-c2nnc(SCC(=O)N(CC(C)C)c3c(N)n(Cc4ccccc4)c(=O)[nH]c3=O)n2N)cc1,2,0.4,0,7,0,-1.4,-6,-4,0.1,-9
COc1ccc(CN(C)CC(=O)Nc2ccc(Cl)cc2F)c(OC)c1,/,-3.1,-8,-6,/,/,/,1,/,1
O=C(Nc1ccccc1)NC1(C(=O)N2CCC(O)CC2)CCCCC1,4,-0.5,10,-3,0,/,6,12,/,0
O=C(O)CC(NC(=O)c1cccc([N+](=O)[O-])c1)c1ccc2c(c1)OCO2 (stereo not drawn),0,-0.1,0,2,-2,/,1,12,-4.4,9
COc1ccccc1-n1c(=O)c2c3c(sc2n2c(=S)[nH]nc12)CCC3,6,1.0,-2,-8,-1,-1.6,1,19,-1.8,-1
O=[N+]([O-])c1cc(S(=O)(=O)CCCN2CCOCC2)ccc1F,-4,1.3,0,-9,2,/,2,-6,0.5,3
O=C(c1cnc(Cl)c(Cl)c1)N1CCN(S(=O)(=O)c2ccc(F)cc2)CC1,-1,-0.2,-14,4,2,0.3,-14,2,-0.1,-3
OC(c1ccc2c(c1)OCO2)c1ncc(-c2cccc(C(F)(F)F)c2)[nH]1 (stereo not drawn),6,/,/,10,0,2.3,-1,/,-0.9,/
O=c1[nH]ncc(NCc2ccc(Cl)cc2)c1Cl,8,0.1,-2,1,2,/,0,4,-1.5,11
CCN1CCN(c2ncc3c(n2)CC(c2cc(OC)c(OC)c(OC)c2)CC3=O)CC1 (stereo not drawn),8,0.8,5,-8,-3,/,4,-5,-3.4,-7
CCn1nc(C(=O)Nc2ccc3nc(C)sc3c2)c2ccccc2c1=O,9,1.0,1,0,-3,1.5,-1,0,-3.1,-6
CCOC(=O)Cn1c(C)c(C#N)c2ccccc21,-8,0.3,2,14,-2,-1.6,-16,27,-2.0,-12
CCOC(=O)C1(C)CCCN(C(=O)c2cccnc2)C1 (stereo not drawn),-2,/,/,-4,0,0.1,-2,/,0.1,/
COc1ccc(C2CC(=O)Oc3c(C(CCN4CCOCC4)c4cc(OC)c(OC)c(OC)c4)c(OC)cc(OC)c32)cc1 (stereo not drawn),5,2.8,7,-6,2,-1.3,-7,30,-1.7,2
COC(=O)c1ccccc1NC(=O)c1ccccc1OC,6,-1.9,5,9,4,-0.6,-6,-1,-0.6,-3

canonical_smiles,GDH-TPI inh,UGM FP inh,MazF activator,CCHF vOTU inh,Mtb FBA inh,Mtb BioA inh,BoNT F protease,VHR inh abs,FadD28 FP inh,Rv3671c protease
CCCn1cnc2cc(NCc3ccc(Br)cc3)ccc21,7,1.3,-2,-1,1,2.4,-20,15,0.7,-9
COc1ccc(CNC(=O)CSc2nnc3c(n2)[nH]c2ccc(OC)cc23)cc1,-10,-0.3,-10,6,-2,/,8,44,/,3
Cc1ccc(NC(=S)/N=C(\N)Nc2nc(C)c3cc(C)c(C)cc3n2)cc1C,12,-1.3,-21,-12,4,-1.6,-7,15,-1.3,-13
CCc1nn(CC(=O)NCCC2=CCCCC2)c(=O)c2cc3cc(F)ccc3n12,-11,-0.2,-8,9,0,-0.3,11,-4,-7.7,-4
Cc1nc2ccc(Br)cn2c(=O)c1Cl,12,-1.6,0,0,-1,-0.3,-14,30,-1.2,1
O=S(=O)(c1ccc(SCc2ccc(Br)cc2)nc1)N1CCOCC1,0,-5.3,-13,10,-6,0.3,?,/,-1.7,4
CCOc1cccc2c1OC1(C)CC2NC(=O)N1c1cccc(C(=O)N2CCN(c3ccccn3)CC2)c1 (stereo not drawn),5,0.7,-3,4,2,-0.5,1,27,-1.6,-7
O=C1NCCCC1C(=O)N1CCN(C(c2ccccc2)c2ccccc2)CC1 (stereo not drawn),5,-0.8,4,3,4,-1.5,30,4,-0.2,-3
Cc1c(-c2ccc(Cl)cc2)oc(=O)c2c(N)n(-c3ccccc3)nc12,3,2.1,15,1,2,-2.2,-4,14,-3.0,-12
c1ccc(CCNc2nc3ccccc3n3nnnc23)cc1,-6,-0.7,-51,7,6,-3.7,4,-4,-1.1,-5
CCN1/C(=C/c2ccc3cc(C)ccc3[n+]2CC)Sc2cc(C)ccc21,3,/,75*,1,-8,2.9,-63,12,1.4,/
CCCn1c(CCC(=O)O)ccc1-c1ccc(F)cc1,8,0.7,-2,-27,12,-0.2,-19,4,-2.0,5
COc1ccc(C2Nc3cccc4cccc(c34)N2)cc1,3,1.6,7,3,0,/,-9,28,-3.4,-8
Cc1cc(Cl)ccc1C(=O)C1CCCN(C(=O)/C=C/c2cnn(C)c2)C1 (stereo not drawn),11,5.0,8,-1,-2,/,-6,-12,-2.4,10
O=C(Nc1ccc(Cl)cn1)Nc1ccccc1Cl,-3,4.4,-15,4,2,1.7,-1,-2,1.7,2
CCC(C)NC(=O)[C@@H]1CSC2c3ccccc3C(=O)N21 (stereo partly drawn),-4,-2.7,6,4,-1,-1.9,-18,10,-2.7,-12
O=C(NCCN1CCCCC1)Nc1ccc(Br)cc1,-23,0.6,3,-11,-3,-0.3,4,5,-3.4,-6
O=C(O)c1cccnc1NC1CCCC1,17,-0.9,-8,3,5,-0.3,-12,31,-0.5,-1
O=C(NC1CCCCCCC1)c1cccc(S(=O)(=O)N2CCOCC2)c1,7,/,-4,19,-1,-0.3,0,/,-0.2,/
